# Screening results from PubChem BioAssay.
# GSTO1 inh: inhibitors of recombinant GSTO1, primary screen, counter-screen for RBBP9 inhibitor project, biochemical, fluorescence polarization | inhibition, % at 5.96 µM | activity-based probe fluorescence polarization | 300,000 compounds, 1.1% hits;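 active means inhibition above the campaign mean inhibition plus 3 SD, cut at about 35% in these data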;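 further: 0% = GSTO1-1 with DMSO and 100% = wells lacking GSTO1-1 enzyme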
# PAFAH1B2 inh: PAFAH1B2 enzyme inhibitors, primary screen, biochemical, fluorescence polarization, human | recombinant PAFAH1B2, FP-rhodamine activity probe | inhibition, % at 3.39 µM | 340,000 compounds, 1.2% hits;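 active means inhibition above the mean of all tested compounds plus 3 SD, cut at about 24% in these data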;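 further: 0% = enzyme with DMSO and 100% = wells lacking PAFAH1B2; many of its hits are not listed in these tables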
# Target sequence (P68402 whole entry, looked up): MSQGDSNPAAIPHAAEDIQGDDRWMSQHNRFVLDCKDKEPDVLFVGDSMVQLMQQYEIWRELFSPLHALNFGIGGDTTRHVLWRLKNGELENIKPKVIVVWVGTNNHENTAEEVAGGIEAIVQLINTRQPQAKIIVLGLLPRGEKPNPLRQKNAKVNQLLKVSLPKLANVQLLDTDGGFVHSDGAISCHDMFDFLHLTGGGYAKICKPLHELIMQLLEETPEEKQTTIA
# pPAFAH inh: pPAFAH enzyme inhibitors, primary screen, biochemical, fluorescence polarization, human; Platelet-activating factor acetylhydrolase (Homo sapiens), Q13093; inhibition, % at 3.39 µM; 330,000 compounds, 1.5% hits; recombinant pPAFAH, FP-rhodamine probe fluorescence polarization;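 active means inhibition above the mean inhibition across the screen plus 3 SD, cut at about 25% in these data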;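 further: inhibitors block binding of the rhodamine activity-based probe so polarization drops; 0% = enzyme with DMSO and 100% = wells lacking pPAFAH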
# Target sequence (Q13093 whole entry, looked up): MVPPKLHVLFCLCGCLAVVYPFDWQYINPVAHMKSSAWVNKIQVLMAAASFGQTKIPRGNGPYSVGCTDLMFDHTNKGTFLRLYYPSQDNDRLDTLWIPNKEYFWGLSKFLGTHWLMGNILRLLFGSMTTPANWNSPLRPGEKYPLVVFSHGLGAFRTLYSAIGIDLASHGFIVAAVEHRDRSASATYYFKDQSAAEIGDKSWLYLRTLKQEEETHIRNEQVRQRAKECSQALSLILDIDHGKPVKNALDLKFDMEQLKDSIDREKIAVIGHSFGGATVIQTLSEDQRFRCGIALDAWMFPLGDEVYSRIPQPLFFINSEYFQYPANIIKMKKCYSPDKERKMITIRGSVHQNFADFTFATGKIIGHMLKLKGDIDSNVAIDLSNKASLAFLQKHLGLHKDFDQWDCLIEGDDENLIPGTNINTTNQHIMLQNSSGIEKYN
# LYPLA2 counter: LYPLA2 inhibitors, primary screen, counter-screen for PME1 inhibitor project, biochemical, fluorescence polarization, FP-Rh probe ABPP; Acyl-protein thioesterase 2 (Homo sapiens), O95372; recombinant LYPLA2; inhibition, % at 5.9 µM; 320,000 compounds, 0.38% hits;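 active means inhibition above the screen-wide mean plus 3 SD, limit set per campaign, cut at about 26% in these data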;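 further: 0% = LYPLA2 with DMSO and 100% = wells lacking LYPLA2 enzyme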
# PREPL inh: PREPL enzyme inhibitors, primary screen, biochemical, fluorescence polarization. 320,000 compounds, 0.68% hits. Prolyl endopeptidase-like (Homo sapiens), Q4J6C6. inhibition, % at 5.96 µM. recombinant PREPL, fluorescence polarization activity-based probe; in the data active means inhibition above about 43%;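 further: 0% = enzyme with DMSO and 100% = wells lacking enzyme; many of its hits are not listed in these tables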
# LYPLA1 counter: LYPLA1 inhibitors, primary screen, counter-screen for PME1 inhibitor project, biochemical, fluorescence polarization, FP-Rh probe ABPP. Acyl-protein thioesterase 1 (Homo sapiens), O75608. recombinant LYPLA1. inhibition, % at 5.9 µM. 320,000 compounds, 0.16% hits. AID 2174, 2009;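 active means inhibition above the mean of all tested compounds plus 3 SD, set per campaign, cut at about 14% in these data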;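 further: inhibitors block serine hydrolase probe labeling of LYPLA1 so polarization falls; 0% = enzyme with DMSO and 100% = wells lacking LYPLA1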
# PAFAH2 inh: PAFAH2 enzyme inhibitors, primary screen, biochemical, fluorescence polarization, human; 340,000 compounds, 0.99% hits; recombinant PAFAH2, FP-rhodamine activity probe; inhibition, % at 3.39 µM;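 active means inhibition above the mean over all tested compounds plus 3 SD, cut at about 30% in these data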;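 further: inhibitors block probe labeling of enzyme so polarization drops; 0% = enzyme with DMSO and 100% = wells lacking PAFAH2 protein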
# PAD4 inh: human PAD4 inhibitors, primary screen, biochemical, fluorescence polarization, 1536-well format; inhibition, % at 6.36 µM; Protein-arginine deiminase type-4 (Homo sapiens), Q9UM07; 330,000 compounds, 0.41% hits; AID 485272, 2010; recombinant PAD4, RCA probe fluorescence polarization;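 active means percent inhibition above a cutoff equal to the mean of all tested compounds plus 3 SD, cut at about 15% in these data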;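 further: 0% = PAD4 with RCA probe and DMSO and 100% = probe without PAD4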
# PAFAH1B3 FP inh: PAFAH1B3 enzyme inhibitors, primary screen, biochemical, fluorescence polarization, human. recombinant PAFAH1B3, FP-rhodamine probe. inhibition, % at 3.39 µM. 340,000 compounds, 0.28% hits. AID 492972, 2010;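 active means inhibition above the screen-wide average of all tested compounds plus 3 SD, cut at about 25% in these data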;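 further: 0% = enzyme with DMSO only and 100% = wells lacking PAFAH1B3 protein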
# Target sequence (Q15102 whole entry, looked up): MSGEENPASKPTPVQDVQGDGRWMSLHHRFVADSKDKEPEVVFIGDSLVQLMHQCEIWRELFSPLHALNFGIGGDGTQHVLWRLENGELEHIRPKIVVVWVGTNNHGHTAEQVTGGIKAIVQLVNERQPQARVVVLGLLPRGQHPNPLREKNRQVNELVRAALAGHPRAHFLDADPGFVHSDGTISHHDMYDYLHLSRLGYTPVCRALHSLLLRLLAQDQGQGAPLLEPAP
# * = called active by the depositor; . = no result given.
Structure,LYPLA1 counter,PAFAH1B2 inh,PAFAH2 inh,pPAFAH inh,PAD4 inh,PREPL inh,PAFAH1B3 FP inh,GSTO1 inh,LYPLA2 counter
CCCCSC1=C(C#N)C(c2ccccc2C)CC(=O)N1 (centres undefined),0,6,5,0,1,9,5,-2,2
C[N+]1(CC(=O)OCCCc2ccccc2)CCCCC1,-3,0,0,1,-4,2,5,-3,2
CC1(C)SC(=Nc2ccccc2)N(S(=O)(=O)c2ccccc2)C1=O,0,3,1,2,4,-2,5,0,-7
CCOc1cc2[nH]c(=S)n(Cc3ccc(C(=O)NCCN(CC)CC)cc3)c(=O)c2cc1OCC,0,7,10,0,3,27,13,-17,4
COc1ccc(NC(=O)CN(C)CC(=O)Nc2cccc(C(F)(F)F)c2)cc1,-1,5,1,6,-2,2,6,-1,1
CCn1nnnc1SCC(=O)Nc1cc(OC)cc(OC)c1,3,-4,-2,1,-1,-4,-4,4,2
CC1CC(C)CN(S(=O)(=O)c2ccc3c(c2)CC(C)N3C(=O)C2CC2)C1 (centres undefined),29*,7,4,5,-1,11,5,-1,1
COCCCn1c(=O)c2ccccc2n(CC(=O)N2CCCc3ccccc32)c1=O,4,2,-12,5,-8,1,9,1,0
CCCC(C(=O)OCC)P(=O)(c1ccccc1)c1ccccc1 (centres undefined),-2,-1,-7,2,1,3,5,0,1
COc1ccc(-n2nnnc2SCC(=O)NCc2ccco2)cc1OC,-1,1,1,4,-4,11,1,0,-4
Cc1[nH]c2ccccc2c1/C=C/c1nc2ccccc2c(=O)[nH]1,0,4,-2,21,0,3,17,24,-9
O=C(OCc1ccc(Br)cc1)c1cccc(-c2nnc(-c3ccccc3)o2)c1,0,-2,3,2,-2,-1,-14,1,-5
CC(C)(C)NC(=O)C1CC1(c1ccccc1)c1ccccc1 (centres undefined),-3,6,-1,-1,0,1,0,-3,2
O=C(COC(=O)c1ccc(O)cc1O)Nc1cccc2ccccc12,-5,3,7,5,-3,5,-1,.,16
Cc1ccc(C2=NC3(CCCC3)NC2=S)cc1,-1,3,4,0,-2,-10,3,2,2
CC(=O)N1c2ccc(S(=O)(=O)N3CCC(C(=O)N4CCCCC4)CC3)cc2CC1C (centres undefined),3,-2,3,9,-5,5,11,2,3
COC(=O)Nc1nnc(Cc2ccccc2)s1,-1,4,5,1,-3,12,8,-8,2
Cc1c(C)n(C)c2ccc(C(=O)NCCN3CCOCC3)cc12,-29,-5,-10,-11,-28,-35,-13,-40,-64
O=C(Cc1ccccc1[N+](=O)[O-])NCc1ccco1,-2,0,4,0,2,3,1,3,3
Cn1c(-c2ccc(F)cc2)cc2onc(-c3ccccc3Cl)c2c1=O,-5,1,-8,1,-1,14,8,3,-5
O=C(CCS(=O)(=O)Cc1ccccc1)N1CCN(Cc2ccccc2)CC1,-2,7,1,13,-4,0,4,-3,2
Cc1cccc(OCCNC(=S)NC(=O)c2cncc(Br)c2)c1,-3,6,7,-4,-5,25,0,-1,-3
CCn1ncc(-c2ccnc3cc(C(=O)O)nn23)c1C,-3,3,-1,4,-2,12,16,19,5
Cn1nc(C(=O)Nc2ccc3c(c2)OCO3)c2ccccc2c1=O,-3,1,-3,-2,2,12,7,5,15
COc1c(C)cc(Br)cc1C(=O)Nc1cccc(-c2nc3ncccc3o2)c1,-11,5,9,-1,-3,-22,-3,-1,-6
CCOCCCN(C)C1CCN(C(=O)c2oc3ccccc3c2NC(=O)Cc2ccc([N+](=O)[O-])cc2)CC1,1,2,5,0,3,15,3,-4,3
CCN(CC(=O)Nc1c(F)cccc1F)C(=O)Cc1c[nH]c2ccccc12,.,5,3,-1,-1,8,3,.,.
CC1(C)CC(N(Cc2ccco2)C(=O)Cc2ccccc2)CCO1 (centres undefined),1,3,11,2,-1,8,2,7,2
O=C(c1sc(N2CCOCC2)nc1-c1ccccc1)N1CCCCC1,0,14,4,0,6,6,0,0,-3
Cc1cc(NC(=O)c2cnn3c(C(F)(F)F)cc(-c4ccccc4)nc23)no1,1,2,30*,3,-3,-1,-7,-6,1
Cc1nn(Cc2ccccc2Cl)c(C)c1C(=O)Nc1nnc(C2CC2)s1,2,2,7,-1,1,6,6,4,0
S=c1[nH]nc(C2CCCCC2)n1/N=C/c1ccco1,-1,4,9,4,4,8,3,5,-6
O=C(Cn1[nH]c(=O)c2ccccc2c1=O)OCC(=O)N(Cc1ccccc1)Cc1ccccc1,2,-5,3,-4,4,-21,1,4,1
O=C(COC(=O)c1cc(S(=O)(=O)N2CCOCC2)ccc1O)Nc1ccc2c(c1)OCO2,.,3,42*,3,2,9,3,.,.
CC1(C)N=C(c2cccc(F)c2)C(=O)N1,-4,2,-6,0,-5,6,2,-9,0
CNC(=O)N1c2ccccc2CCc2ccccc21,0,1,-3,2,-1,-4,12,3,0
Cc1ncc([N+](=O)[O-])n1S(=O)(=O)c1cc(Cl)ccc1Cl,-2,4,9,0,-4,0,0,5,-2
Cc1ccc(OCCSc2nc3ccccc3n2CCC(=O)O)cc1,-2,13,2,4,-4,-1,-3,1,4
CC(=O)c1cc(C#N)c(NCc2ccccc2)nc1C,-1,1,1,2,0,0,3,-1,0
O=C(NCc1ccco1)c1ccc(CS(=O)Cc2ccc(Cl)cc2)o1 (centres undefined),4,9,5,7,0,4,7,2,0
CN(Cc1ccccc1)C(=O)c1ccc(NC(=O)Cc2cccc(NC(=O)C3CCN(C(=O)C4CCCC4)CC3)c2)cc1,-3,0,-1,3,0,-6,-4,.,-1
Cc1ccc(CN2CCN(Cc3cnn(-c4ccc(Cl)cc4)c3)CC2CCO)o1 (centres undefined),0,1,-2,-1,4,-2,4,19,2
CC1=C(C(=O)OC(C)C)C(c2ccncc2)n2ncnc2N1 (centres undefined),3,6,-4,2,1,-3,1,-3,-1
CC1CCCCN1CC(=O)Nc1sccc1C#N (centres undefined),4,5,1,11,1,10,0,-6,0
COc1cccc(-c2nc3ccccc3s2)c1O,-4,9,12,-3,0,-32,5,14,-13
CC(=O)NC(C)c1cc(F)c2cccnc2c1O (centres undefined),0,8,0,0,-6,2,-1,.,9
CC(=O)Nc1ccc(S(=O)(=O)N2CCCC2C(=O)O)cc1 (centres undefined),1,-2,10,4,4,5,9,-3,4
NC(=O)c1c(NC(=O)c2ccccc2)sc2c1CCCC2,1,-5,-3,-1,3,-1,9,8,1

# A draw from above in order of SMILES length, falling:
Structure,LYPLA1 counter,PAFAH1B2 inh,PAFAH2 inh,pPAFAH inh,PAD4 inh,PREPL inh,PAFAH1B3 FP inh,GSTO1 inh,LYPLA2 counter
CCOCCCN(C)C1CCN(C(=O)c2oc3ccccc3c2NC(=O)Cc2ccc([N+](=O)[O-])cc2)CC1,1,2,5,0,3,15,3,-4,3
CC1CC(C)CN(S(=O)(=O)c2ccc3c(c2)CC(C)N3C(=O)C2CC2)C1 (centres undefined),29*,7,4,5,-1,11,5,-1,1
CC1(C)SC(=Nc2ccccc2)N(S(=O)(=O)c2ccccc2)C1=O,0,3,1,2,4,-2,5,0,-7

# Next part:
Structure,LYPLA1 counter,PAFAH1B2 inh,PAFAH2 inh,pPAFAH inh,PAD4 inh,PREPL inh,PAFAH1B3 FP inh,GSTO1 inh,LYPLA2 counter
O=[N+]([O-])c1cccc2ccc(/C=C/c3ccc(C(F)(F)F)cc3)nc12,-12,-5,-4,11,1,2,-4,2,3
Cc1cc(C(=O)N/N=C/c2ccc(OC(=O)c3ccccc3Br)cc2)n[nH]1,-4,1,0,-2,1,-1,3,-5,-7
Cc1cc(NC(=O)/C=C/c2ccccc2Cl)no1,-3,6,-5,-1,-1,6,8,1,11
COc1ccc(/C=C(\NC(=O)c2ccccc2)C(=O)NCc2ccco2)cc1,0,7,-9,1,3,-4,0,3,-2
CCCn1c(SCC(=O)c2ccc3c(c2)OCCO3)n[nH]c1=O,0,3,-6,-2,-1,5,8,11,0
CCc1ccccc1NC(=O)CNC(=O)c1cccc(S(=O)(=O)N2CCN(Cc3ccccc3)CC2)c1,-1,5,0,-1,1,0,-3,3,-2
CN1/C(=C\C(=O)CSc2nncn2C)C(C)(C)c2ccccc21,0,3,-2,5,-2,7,-4,1,2
COc1cccc(SCc2noc(C(=O)NCCCN3CCOCC3)c2C(=O)NCCCN2CCOCC2)c1,-4,1,9,2,3,1,12,2,-2
C[C@@]12C(=O)N(c3cccc(Cl)c3)C(=O)N1[C@H](c1ccc(Cl)cc1)[C@@H]1C(=O)N(C3CCCCC3)C(=O)[C@@H]12,-4,-3,0,4,3,-2,7,0,-4
COc1cccc(NC(=O)CN2C(=O)NC(C)(CC(C)C)C2=O)c1 (centres undefined),1,-1,8,-2,3,29,10,9,6
CCOc1ccc(S(=O)(=O)N2CCC(C(=O)OC(C)C(=O)N3CCOCC3)CC2)cc1 (centres undefined),-1,5,0,1,3,1,9,4,-3
Cc1ccc(NS(=O)(=O)c2ccc(Br)s2)cc1S(=O)(=O)N1CCOCC1,3,7,2,4,-2,18,10,-6,9
Cc1cccc2nc(CSc3nnc4ccccn34)cn12,-1,-4,-2,3,3,3,3,6,0
O=C(Nc1cccc(C(F)(F)F)c1)c1cccnc1NCCc1ccccc1,-17,-8,-21,-8,-6,-9,-13,-6,-30
COCCCn1c(=O)c2ccccc2c2ccccc2c1=O,1,3,-1,3,3,15,13,13,-2
Cc1ccc(/C=N/N=C2/NC(=O)C(CC(=O)N3CCOCC3)S2)cc1 (centres undefined),0,-5,-4,3,-3,-2,4,-1,-2
Cc1nc(SCC(=O)c2ccccc2)c([N+](=O)[O-])[nH]1,0,9,8,0,-4,12,10,3,5
Cc1ccc(NS(=O)(=O)c2ccc(NC(=O)c3cccc(NC(=O)C(C)C)c3)cc2)cc1,-51,-28,-48,-27,-24,1,-36,-147,-117
CN1CCN(C(=O)CCc2nc3ccccc3n2-c2ccccc2)CC1,4,-3,10,10,-5,0,0,4,5
O=C(Nc1nccs1)C1CCN(S(=O)(=O)c2ccc(F)cc2)CC1,0,11,0,-1,4,-6,3,2,13
COc1cccc(C(=O)c2c[nH]c(C(=O)NCc3cccs3)c2)c1,-1,1,-4,0,-10,-1,5,-14,-3
CCCCOc1ccc(C(=O)NCC(=O)NCCOc2ccccc2)cc1,3,3,7,-2,-3,-8,9,-6,2
Cc1c(C(=O)Nc2nc3ccccc3[nH]2)oc2ccccc12,-5,-1,-1,1,-1,5,8,-12,-9
CCCCNC(=O)CCC(=O)N1CCN(C(c2ccccc2)c2ccccc2)CC1,0,3,5,10,-5,7,4,1,0
COc1ccc(-n2c(-c3ccc(Br)cc3)c[n+]3c2CCc2ccccc2-3)cc1,-4,0,-9,1,-3,13,2,-1,-4
COc1ccc(C(=O)NC(=S)N2CCCC2)cc1,2,4,2,-2,-4,0,4,-3,4
CC(C)(C)c1ccc(OCCOc2ccc(C(C)(C)C)cc2NC=O)c(NC=O)c1,-13,5,-2,6,8,8,13,-8,-10
O=c1cc(N2CCc3ccccc32)[nH]c(=O)n1-c1ccc(Cl)cc1,6,5,-6,9,6,0,4,4,7

# Only part of the results is shown. The share of hits here may be higher or lower than overall.
